Compound activity deposited in PubChem by National Center for Advancing Translational Sciences (NCATS).
LDHA inh = blocks human lactate dehydrogenase A | P00338 | purified LDHA, NADH/diaphorase-resazurin fluorescence; stronger effect = lower value | activity change, % (values are at about 110 or 230 µM) | 480,000 tested, 0.15% active; in the data active = activity change below about -30%; inconclusive = mostly about -25% to -30%;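 note: plate controls were DMSO wells for no effect and wells without enzyme for full effect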
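Human LDH5 at 2 nM final in Tris HCl pH 7.4 with 0.06 mM NADH and 0.2 mM pyruvate, reacted 5 minutes at room temperature. Remaining NADH coupled via diaphorase/resazurin; resorufin fluorescence read at 0 and 20 minutes, normalized to enzyme-free and DMSO wells.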
ALOX12 inh = blocks human arachidonate 12S-lipoxygenase; Potency, µM (highest dose often 108 µM), inactives show at the top dose activity change, negative = inhibition, actives largely listed as inhibitors; P18054; AID 1671190; 580,000 tested, 1.1% active; purified 12hLO, xylenol orange hydroperoxide absorbance; active = well fitted inhibition curve with a large enough effect; inconclusive = small, poorly fitted or top-dose-only effect, or another doubt; inactive = no such curve, though single readings can be large or run the other way; note: potency is the fitted concentration of half-maximal effect
Target sequence (P18054 whole entry, looked up): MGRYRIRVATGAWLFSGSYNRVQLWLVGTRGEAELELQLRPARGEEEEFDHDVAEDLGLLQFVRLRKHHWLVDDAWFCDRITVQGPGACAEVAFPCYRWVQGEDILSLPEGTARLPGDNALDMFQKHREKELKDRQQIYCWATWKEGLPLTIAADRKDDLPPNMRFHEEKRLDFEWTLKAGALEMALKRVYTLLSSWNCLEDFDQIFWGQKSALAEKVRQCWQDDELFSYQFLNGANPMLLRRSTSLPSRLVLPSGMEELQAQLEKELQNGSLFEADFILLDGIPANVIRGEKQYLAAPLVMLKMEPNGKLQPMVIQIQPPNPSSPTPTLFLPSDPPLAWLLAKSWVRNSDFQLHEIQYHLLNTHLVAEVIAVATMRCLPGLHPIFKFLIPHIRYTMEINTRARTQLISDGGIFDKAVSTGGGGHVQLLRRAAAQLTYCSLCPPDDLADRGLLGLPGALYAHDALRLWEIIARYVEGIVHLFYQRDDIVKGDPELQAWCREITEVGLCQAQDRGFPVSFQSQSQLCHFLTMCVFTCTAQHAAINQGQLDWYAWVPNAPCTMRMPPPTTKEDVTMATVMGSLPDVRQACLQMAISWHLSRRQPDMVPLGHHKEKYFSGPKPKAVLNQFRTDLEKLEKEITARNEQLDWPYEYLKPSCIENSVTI
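Purified human 12hLO at 150 nM in 25 mM Hepes, 0.01% Triton X-100, pH 7.0, preincubated 15 min at room temperature with compound. Reaction started with 40 uM arachidonic acid, 30 min at room temperature. Hydroperoxide measured by Fe-xylenol orange, 573/405 nm absorbance ratio.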
The depositor's hits bear a star; ? = inconclusive; [ ] = remark or other dose. Unless noted, % is set by controls: 0 for no effect and ±100 for the full control effect. A portion of the library; count on the stated rates, not on these rows.

structure	LDHA inh	ALOX12 inh
O=C(NCCc1ccccn1)c1cc(-c2ccncc2)nc2ccccc12	6.0	-28.7%
COc1cc(OC)cc(-c2c(Sc3ccccc3)c3cc(-c4ccc(OC)c(OC)c4)ccc3n2C)c1	-3.3	151.5%[activator]
CC(C)(C)c1nc2cc(NC(=O)Cc3ccc([N+](=O)[O-])cc3)ccc2o1	-5.0	44.5%[activator]
O=C1CC(c2ccc(O)cc2)c2ncn(-c3ccccc3)c2N1 (stereo unspecified)	82.9	?
COc1cc(NC(=O)c2ccc(C#N)cc2F)ccc1NC(=O)c1cc2ccccc2o1	-8.9	-12.6%
O=C(Nc1nnc(-c2ccc(F)cc2)o1)C1CCN(S(=O)(=O)c2ccccc2C(F)(F)F)CC1	-0.5	?
CCc1nc2c(cnn2-c2ccc(C)cc2)c(=O)n1-c1ccc(OC)c(Cl)c1	-4.2	?
O=C1Cc2cc(-c3csc(NC4CCCCC4)n3)cc3c2N1CCC3	8.1	11.2µM*
COc1ccccc1/C(C)=N/Nc1ccc(Cl)c(C(=O)O)c1	6.5	?
O=C(Nc1ccc(N2CCC(c3ccccc3)C2)c(C(=O)O)c1)c1cccc(Cl)c1 (stereo unspecified)	9.0	?
O=C(CCCC(=O)OCC(=O)c1ccc(Br)cc1)OCC(=O)c1ccc(Br)cc1	-6.4	-20.9%
Cc1cccc(C)c1NC(=O)C1c2ccccc2OCC(=O)N1CCCN1CCOCC1 (stereo unspecified)	5.1	16.7%

structure	LDHA inh	ALOX12 inh
Cc1c(Cc2ccccc2)c(=O)oc2c(C)c(OCC(=O)NCCCO)ccc12	-6.1	1.7%
c1ccc(Cn2c(Cn3c(-c4cnccn4)nc4ccccc43)nc3ccccc32)cc1	-2.3	113.2%[activator]
CCOc1ccc(NC(=O)COC(=O)c2sc3ccccc3c2Cl)cc1	1.6	12.6%
CCC(NC(=O)Cc1n[nH]c(=O)c2ccccc12)c1ccc(OC)cc1 (stereo unspecified)	1.8	-16.7%
Cn1cc(C(=O)N2CCN(CC(=O)N3CCCC3)CC2)c2ccccc21	4.2	-44.1%
Cc1cc(=O)oc2cc(OCC(=O)NC(=O)NC3CCCC3)ccc12	5.3	?
CCCCc1nc2ccccc2n1CC(O)c1ccc(F)cc1 (stereo unspecified)	3.1	8.8%
Cc1ccc(N(CC(=O)N2CCC(C(N)=O)CC2)S(=O)(=O)c2ccc(Cl)cc2)cc1C	0.1	?
O=C(OC(C(=O)N1CCOCC1)c1ccccc1)c1n[nH]c(=O)c2ccccc12 (stereo unspecified)	8.6	4.7%
Cc1cc(NCc2cccs2)ccc1NC(=O)c1ccco1	1.1	-28.1%
CCc1c(C)nc2n(c1=O)CN(CCCN1CCOCC1)CN2c1ccccc1OC	-18.2	2.5%
CCOc1ccc(Nc2oc(-c3ccccc3)nc2C#N)cc1	3.4	?

structure	LDHA inh	ALOX12 inh
CC(C)(CNC(=O)CCCNC(=O)C1CC1)c1ccc(Br)cc1	-1.0	-35.9%
CCOC(=O)N1CCN(Cc2nc3cc(NC(=O)c4ccc(Cl)cc4)ccc3n2C(C)C)CC1	7.7	43.4%[activator]
S=C(NCCSc1ccc(Cl)cc1)NCCc1ccccc1	0.5	39.8µM*
Cc1cccc(C)c1NC(=O)C(c1ccc(C(F)(F)F)cc1)n1c(=O)c(-c2ccccc2)nc2ccccc21 (stereo unspecified)	-1.4	-1.6%
CN(C)C(CNC(=O)CCc1ncc(-c2ccc(F)cc2)o1)c1cccc(F)c1 (stereo unspecified)	0.1	1.2%
COc1ccc(CNC(=O)CSc2nc3ccccc3nc2N2CCCC2)cc1	-13.7	38.4%[activator]
COc1ccc(C23CC4CC(CC(C(=O)O)(C4)C2)C3)cc1	-2.1	-37.1%
Cc1ccc(CC(=O)NCCc2c[nH]c3ccccc23)cc1	-1.9	-11.6%
CSc1ccc(C)c(C(=O)Nc2ccc(C)cc2C)c1	2.2	?
O=[N+]([O-])c1ccc(/C=N/Nc2cccc(Cl)c2)cc1	10.0	3.16µM*
COc1ccc(C(=O)NC2(C(F)(F)F)NC(=O)N(c3ccccc3F)C2=O)cc1 (stereo unspecified)	-0.5	6.7%
O=C(NC1CCCCC1)c1cccc(Nc2cc(-c3cccc(F)c3)ncn2)c1	-3.0	15.1%

Whole records as entered above.
`CSc1ccc(C)c(C(=O)Nc2ccc(C)cc2C)c1` in the list: LDHA inh = 2.2; ALOX12 inh = ?
`Cc1cccc(C)c1NC(=O)C(c1ccc(C(F)(F)F)cc1)n1c(=O)c(-c2ccccc2)nc2ccccc21` (stereo unspecified) in the list: LDHA inh = -1.4; ALOX12 inh = -1.6%

New compounds follow:
structure	LDHA inh	ALOX12 inh
O=C(Nc1ccccc1)Nc1cccc(C(=O)NCC2CCCO2)c1 (stereo unspecified)	10.5	-1.6%
COc1ccc(C(C)=O)cc1CN(C)Cc1ccccc1	4.1	-4.7%
CN(CC(=O)N(C)c1c(N)n(Cc2ccccc2)c(=O)[nH]c1=O)Cc1cccc2ccccc12	-2.1	-13.0%
CCOc1ccc2cc(C(=O)N3CCC(N4CCCCC4)CC3)[nH]c2c1	-1.4	-1.6%
C=C(C)COc1ccc2c(C)c(CCC(=O)NCc3ccc(S(N)(=O)=O)cc3)c(=O)oc2c1C	1.4	-46.4%
Cc1ccc(S(C)(=O)=O)cc1C(=O)Nc1ccc(N2CCOCC2)cc1	4.6	7.2%
COc1ccc(C2CC(=O)N(c3ccccc3)C3=C2C(=O)OC3)cc1 (stereo unspecified)	0.2	-34.8%
O=C(Cn1nc2c(cc1=O)CCCC2)Nc1ccc(Br)cc1F	1.6	?
Cc1ccc(OCC(=O)Nc2cccc(-c3nc4ccccc4o3)c2)cc1C	-0.6	3.8%
Cc1cccc(C)c1N1C(=O)c2ccccc2NC(=O)C1C(=O)NCCc1ccccc1F (stereo unspecified)	0.8	8.2%
CCCN(CC#N)CC(=O)NC(=O)NCc1ccccc1	3.9	?
O=C(CSc1nnc(N2CCOCC2)n1-c1cccc(F)c1)N(Cc1ccco1)C1=CCCCC1	-1.9	-10.1%

structure	LDHA inh	ALOX12 inh
Cn1c(SCC(=O)Nc2cccc(F)c2)nc2c(=O)[nH]cnc21	11.0	6.7%
CCCOC(=O)c1ccc(Oc2c(C)oc3cc(O)ccc3c2=O)cc1	9.4	9.7%
CN(CC(=O)Nc1cccc(F)c1)C(=O)c1nn(Cc2ccccc2)c(=O)c2ccccc12	3.9	27.2%
Cc1cccc(C(=O)NC(C)c2ccc(OC(F)F)cc2)n1 (stereo unspecified)	-2.9	?
CCc1cccc2c(C(C)=O)cn(CC(=O)NC3CC3)c12	1.5	31.6µM*
Cc1ccc(C(=O)c2sc(NCc3ccccc3)nc2N)cc1	-4.6	-6.5%
CCCN1CCC(NC(=O)COc2ccc(F)cc2)CC1	1.7	-5.8%
CCCNC(=O)CSc1cc(C)c2cc(C)cc(C)c2n1	8.8	?
CCNC(C)C12CC3CC(CC(C3)C1)C2 (stereo unspecified)	-6.6	27.9%
COC(=O)CNC(=O)COC(=O)c1ccc2ccccc2n1	9.7	-36.1%
Cc1ccccc1CC(=O)Nc1cccc2ncccc12	-1.0	38.0%
O=C(CCc1ccccc1)NC1(C(F)(F)F)C(=O)Nc2c1c(=O)[nH]c(=O)n2CCc1ccccc1 (stereo unspecified)	-19.5	6.6%

molecule,LDHA inh,ALOX12 inh
Cc1cccc(N2CCN(Cc3ncc(-c4ccc(F)cc4)o3)CC2)c1C,-1.4,?
Cc1cc(C)c(NC(=O)CN(C)C(=O)C2CCN(C(=O)c3ccc(Cl)cc3)CC2)c(C)c1,-3.4,-10.5%
CCC(CO)NC(=O)c1nn(-c2ccccc2F)nc1CO (stereo unspecified),-4.7,7.2%
CN(C)c1ccc(/C=N/NC(=O)c2ccc3ccccc3c2)cc1,-2.8,-3.5%
Cc1ccc(C)c(C(Nc2ccccc2)c2ccc3ccc(C)nc3c2O)c1 (stereo unspecified),9.1,1.3%
Cc1cc(=O)oc2cc(OC(=O)[C@H](C)NC(=O)OC(C)(C)C)c(Cl)cc12,5.0,-1.1%
CC12CC3(C)CC(C(=O)O)(C1)CC(C(=O)O)(C2)C3,5.3,-10.1%
Cc1c(NC(=O)CN(c2cc(Cl)ccc2Cl)S(C)(=O)=O)c(=O)n(-c2ccccc2)n1C,-6.6,-6.2%
CCc1c(C)sc2nc(N(CCO)CCO)n3nc(-c4ccccc4)nc3c12,3.2,-24.4%
Cc1cc(NC(=O)NCC(c2cccs2)N2CCCC2)no1 (stereo unspecified),-4.4,?
Cc1ccc(-c2cc(C(=O)NCCCn3ccnc3)c3ccccc3n2)cc1,3.8,-3.6%
COC(=O)COc1ccc2cc(-c3ccc(Cl)cc3)c(=O)oc2c1,-16.8,43.7%[activator]
CC(C)(C)NC(=O)C(C1CC1)n1c(=O)c(-c2ccccc2)nc2ccccc21 (stereo unspecified),-9.4,5.1%
COc1ccc(-c2oc3c(c2C#CC2(O)CCCCC2)C(OC)CCC3)cc1 (stereo unspecified),8.4,?
CCn1ncc2c(C(=O)Nc3cccc(OC)c3)cc(-c3cccs3)nc21,1.9,?
Cc1ccccc1C(=O)NCC(C)C,-8.7,7.9%
Cc1ccc(N(Cc2ccco2)C(=O)Cn2cnc3ccc(F)cc3c2=O)cc1,-5.2,?
COc1ccc(C(CNC(=O)CN2CCN(C)CC2)c2c[nH]c3ccccc23)cc1 (stereo unspecified),4.9,-2.4%
COc1ccc(NC(=O)CN(C)C(=O)c2nn(C)c(=O)c3ccccc23)cc1,-0.8,-24.7%
Cc1ccc(C(=O)COc2ccc(C3CCCCC3)cc2)cc1,1.1,-7.3%
O=c1c2ccccc2cnn1CN1CCN(S(=O)(=O)c2cccc(Cl)c2Cl)CC1,3.0,-10.6%
COC(=O)c1cc(-c2ccc(OC)c(OC)c2)nc2ccccc12,12.7,?
Cn1c(=O)c2c(nc(NCCc3ccc(F)cc3)n2Cc2ccc(F)cc2)n(C)c1=O,7.1,-16.3%
Cc1cc(C(=O)OCc2ccccc2C#N)c(C)o1,-2.9,-25.6%
O=C(Nc1ccc2oc(-c3ccc(Cl)cc3)nc2c1)c1ccccc1,-9.8,-59.5%

molecule,LDHA inh,ALOX12 inh
O=C(NC1CCCC1)C(C1CC1)n1c(-c2cc3ccccc3[nH]2)nc2ccccc21 (stereo unspecified),-2.1,4.6%
COC(=O)CNC(=O)/C(C)=C/c1ccccc1,1.2,46.3%[activator]
O=C(NCCc1ccc(Cl)cc1)c1cc2ccccc2oc1=O,-13.2,?
Cn1nc(C(=O)N2CCCN(Cc3ccc(C(F)(F)F)cc3)CC2)c2ccccc2c1=O,0.1,-0.4%
COc1ccc(Cl)cc1NC(=O)/C(C#N)=C/c1coc2ccc(Cl)cc2c1=O,0.2,-20.8%
CCOC(=O)c1cccc(NC(=O)CS(=O)(=O)Cc2nc(-c3ccc(C)cc3)oc2C)c1,-1.9,1.8%
COc1ccccc1-c1coc2cc(OC(=O)c3ccccc3)ccc2c1=O,9.0,21.3%
C=CCNC(=S)Nc1ccc(Cl)c(Cl)c1,13.9,50.0%[activator]
CC(C)CNC(=O)COC(=O)c1ccc(Br)cc1,2.8,-35.5%
Cc1ccc(OCC(F)(F)F)c(N)c1,-5.1,-14.1%
COC(CNC(=O)CS(=O)Cc1nc(-c2ccccc2Cl)oc1C)OC (stereo unspecified),7.0,-2.8%
O=C(O)CC(CC(=O)O)c1ccccn1,-10.8,?
O=C(Nc1ccccc1Cc1ccccc1)c1cnc2ccccc2n1,-13.5,0.9%
O=S1OCCSc2sc(=S)sc2SCCO1,-0.8,28.2µM*
CCOC(=O)[C@]12CCC=C1N(Cc1cccc3ccccc13)C(=O)[C@H](CC(=O)N1CCSCC1)C2,3.9,-5.1%
CC(C)Cc1cc(C(=O)N2CCN(c3ccccc3)CC2)no1,3.6,-8.8%
Cc1ccc(C)c(C(=O)CSc2nc3ccccc3o2)c1,0.0,-2.6%
CCC(=O)Nc1sc2c(c1C#N)CC(C)CC2 (stereo unspecified),-4.1,?
O=C1CC(c2ccccc2Cl)Cc2c1cnn2-c1nc2ccccc2[nH]1 (stereo unspecified),10.0,16.1%
CCn1cnc2c1c(=O)n(CC(=O)c1cc(C)n(CC3CCCO3)c1C)c(=O)n2Cc1ccccc1 (stereo unspecified),11.4,17.1%
O=C(CCN1CCN(C(c2ccccc2)c2ccccc2)CC1)NNC(=O)Cc1ccc(Cl)cc1,4.5,?

For convenience, part of the list above.
molecule,LDHA inh,ALOX12 inh
O=C(NC1CCCC1)C(C1CC1)n1c(-c2cc3ccccc3[nH]2)nc2ccccc21 (stereo unspecified),-2.1,4.6%
COC(=O)CNC(=O)/C(C)=C/c1ccccc1,1.2,46.3%[activator]
O=C(NCCc1ccc(Cl)cc1)c1cc2ccccc2oc1=O,-13.2,?
